Akt phos inh – inhibitors of Akt phosphorylation | hit rate 0.32% among 360,000 | activity change, % for hits at 50 µM | Neuro2A IGF-stimulated pAkt S473 HTRF, 20 min; active compounds read low | AID 651550; in the data active means activity change below about -80%; inconclusive means mostly about -51% to -80%; further: on the % scale 0 is the no-effect control and ±100 the full control effect
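Neuro2A cells in DMEM with 0.5% FBS, overnight at 37 deg C, given compound at single 50 µM final, then IGF (6 nM final) for 20 min at 37 deg C. Lysed; phospho-Akt Ser473 by HTRF after 24 h, 665/615 ratio.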
PTHR1 agonist – agonists of human PTHR1 parathyroid hormone receptor. Q03431. HEK293 GP2 PTHR1 cells, GloSensor cAMP luminescence, 1 h. Potency, µM (series often up to 115 µM), for the others: at the highest dose activation, hits mostly activators. hit rate 0.075% among 410,000. AID 743266; further: potency means the concentration at half of the fitted maximal effect; nearly all actives have a fitted effect of over 55% in size; some results filed as inactive show a strong effect at the top dose; inactives centre near -15; many of its hits are not listed in these tables
Target sequence (Q03431 whole entry, looked up): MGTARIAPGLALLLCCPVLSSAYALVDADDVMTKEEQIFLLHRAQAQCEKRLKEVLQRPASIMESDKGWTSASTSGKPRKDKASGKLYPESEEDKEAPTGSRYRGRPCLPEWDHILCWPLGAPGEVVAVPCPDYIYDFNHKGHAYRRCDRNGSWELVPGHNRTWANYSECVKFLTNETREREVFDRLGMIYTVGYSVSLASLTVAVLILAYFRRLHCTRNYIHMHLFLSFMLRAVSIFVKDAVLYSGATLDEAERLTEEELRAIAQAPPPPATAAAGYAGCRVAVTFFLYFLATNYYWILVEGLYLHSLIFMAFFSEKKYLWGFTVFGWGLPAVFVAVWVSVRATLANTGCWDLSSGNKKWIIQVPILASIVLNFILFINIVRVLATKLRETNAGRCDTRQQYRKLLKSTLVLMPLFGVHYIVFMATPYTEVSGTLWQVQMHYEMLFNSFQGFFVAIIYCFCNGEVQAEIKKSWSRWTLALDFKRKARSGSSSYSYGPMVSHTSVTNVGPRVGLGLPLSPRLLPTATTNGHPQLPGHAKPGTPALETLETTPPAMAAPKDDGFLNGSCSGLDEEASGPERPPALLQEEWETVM
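HEK-293-derived GP2 cells expressing PTHR1 and a GloSensor cAMP reporter, 3,000/well, plated overnight, given luciferin plus IBMX (each 0.5 mM as added) for 1 h at 37 °C, then compound for 1 h at 37 °C. Luminescence was read after 15 min at room temperature.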
GLP-1R agonist – GLP-1 receptor (human) agonism | P43220 | HEK293 GLP-1R CRE-luciferase, luminescence, 4-6 h; cells express a hypersensitive GLP-1R form | Potency, µM (series often up to 45.6 µM), without a hit: top-dose activation, most hits filed as activators | hit rate 0.007% among 380,000 | AID 624172; further: potency means the concentration at half of the fitted maximal effect; % of control where 0% means no effect
Target sequence (P43220 whole entry, looked up): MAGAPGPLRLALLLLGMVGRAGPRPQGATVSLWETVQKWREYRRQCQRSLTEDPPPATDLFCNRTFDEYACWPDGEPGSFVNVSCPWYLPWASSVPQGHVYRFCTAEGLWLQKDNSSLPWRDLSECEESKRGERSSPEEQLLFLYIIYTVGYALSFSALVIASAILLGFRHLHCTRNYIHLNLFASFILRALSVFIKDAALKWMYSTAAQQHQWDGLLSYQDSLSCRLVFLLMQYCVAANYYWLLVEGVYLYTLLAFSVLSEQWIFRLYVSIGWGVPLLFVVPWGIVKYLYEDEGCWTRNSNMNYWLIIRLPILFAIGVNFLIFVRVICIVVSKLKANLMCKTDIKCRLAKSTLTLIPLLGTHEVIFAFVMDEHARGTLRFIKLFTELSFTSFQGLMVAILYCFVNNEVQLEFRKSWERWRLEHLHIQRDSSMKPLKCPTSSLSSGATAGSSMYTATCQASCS
aSyn rescue – alpha-synuclein toxicity inhibition in yeast; hit rate 0.14% among 370,000; Potency, µM (highest dose often 46.1 µM), for inactives: top-dose growth rescue (activation), hits mostly activators; Yeast expressing alpha-synuclein, growth rescue, BacTiter-Glo, 24 h; AID 652106; further: potency means the concentration at half of the fitted maximal effect; % of control where 0% means no effect; nearly all actives have a fitted effect of over 65% in size
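Readout is rescue of growth in alpha-synuclein-expressing yeast, so inhibitors of toxicity appear as activators. Growth after 24 hr at 30 deg C in galactose medium is quantified by luminescence.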
DRD3 antagonist – antagonists of human D3 dopamine receptor. hit rate 2.5% among 360,000. P35462. D3R cells, DiscoveRx beta-arrestin luminescence, antagonist mode; active compounds read low. AID 652054. max response, negative = inhibition, %; in the data active means max response below about -50%; inconclusive means no clear call, values can overlap the other calls; further: on the % scale 0 is the no-effect control and ±100 the full control effect; mostly tested at two doses, the higher about 12 µM
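Cells plated overnight at 1500 cells/well, then exposed to library compounds with dopamine controls for 90 minutes at 37 degrees C. DiscoveRx reagent added for 30–60 minutes at room temperature; luminescence read, quantitative HTS format.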
FUS suppressor – rescues growth of FUS-expressing yeast | S. cerevisiae FUS-expressing, growth rescue, OD600, 24 h | Potency, µM (doses to about 76.6 µM), inactives show at the top dose growth rescue (activation), hits mostly activators | hit rate 0.24% among 390,000 | AID 1347120;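 further: potency means the concentration at half of the fitted maximal effect; plate controls were DMSO vehicle for no effect and reference control for full effect; nearly all actives have a fitted effect of over 55% in size; some results filed as inactive show a strong effect at the top dose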
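S. cerevisiae expressing FUS from galactose induction served as the toxicity model. Growth after 24hr at 30C, read as absorbance at 600 nm, indicates suppression of toxicity; compounds dosed at several concentrations.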
Abeta yeast res – restores growth of yeast expressing A-beta42 peptide | yeast expressing A-beta42, growth rescue, OD600, 48 h; response scale: 0% DMSO, 100% iron-clioquinol control | AID 1347071 | Potency, µM (top dose mostly 46.1 µM), without a hit: at the highest dose growth rescue, hits mostly activators | hit rate 0.063% among 410,000; further: potency means the concentration at half of the fitted maximal effect; nearly all actives have a fitted effect of over 55% in size
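Yeast growth medium received pinned compounds, then yeast cells expressing toxic A-beta were added; plates incubated at 30 C for 48 hr. Growth read as absorbance at 600 nm, normalized to DMSO and equimolar FeCl3 plus clioquinol controls.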
TDP-43 yeast inh – rescues yeast growth from TDP-43 toxicity | AID 652104 | TDP-43 expressing yeast growth rescue, BacTiter-Glo, 24 h | Potency, µM (series often up to 46.1 µM), without a hit: at the highest dose growth rescue (activation), actives largely listed as activators | hit rate 1.8% among 410,000; further: potency means the concentration at half of the fitted maximal effect; % of control where 0% means no effect; nearly all actives have a fitted effect of over 50% in size
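In this qHTS, compounds that restore growth of yeast expressing TDP-43 appear as activators. Cells (OD600=0.02, galactose medium, raffinose-pregrown) are incubated with compound 24 hr at 30 deg C and growth is quantified by BacTiter-Glo.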
GLP-1R inv ag – acts as inverse agonist at human GLP-1 receptor; HEK293 GLP-1R CRE-luciferase, luminescence, 24 h; GLP-1R form is constitutively active; Potency, µM (titrated, usually from 38.3 µM), inactives show at the top dose activity change, negative = inhibition, hits mostly inhibitors; hit rate 1.6% among 410,000; AID 624417; further: potency means the concentration at half of the fitted maximal effect; on the % scale 0 is the no-effect control and ±100 the full control effect; nearly all actives have a fitted effect of over 55% in size
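Cells are plated, allowed 12 hours at 37 deg C, then treated with compounds for 24 hr before luciferase detection reagent is added and luminescence is read after 12 min at room temperature. The HEK293 line carries constitutively active GLP-1R with a cAMP-responsive reporter.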
* hit, by the source's call; i = inactive; ? = inconclusive; · = no result given; [ ] = remark or other dose. Unless noted, the call rests on the fitted dose curve; in most records, active means well fitted curve in the direction sought with a large enough effect; inconclusive means small, poorly fitted or top-dose-only effect, or another doubt; inactive means no such curve, though single readings can be large; an effect the other way counts as inactive or inconclusive. A portion of the library (hit frequency here may not be typical).

1: S=C(c1ccc(Br)cc1)N1CCN(Cc2ccccc2)CC1
2: COc1ccc(CCNC2CC(=O)N(CCc3ccc(OC)c(OC)c3)C2=O)cc1OC (configuration not stated)
3: COc1ccc(OC)c(/C=C/c2c([N+](=O)[O-])c(=O)n(C)c(=O)n2C)c1
4: N#Cc1nc(Cc2cccc3ccccc23)oc1NCc1ccc2c(c1)OCO2
5: Cc1c(C(=O)NCCc2ccc3c(c2)OCCO3)oc2ccccc12
6: O=C(C(Cc1ccccc1)n1cccc1)N1CCN(c2cccc(Cl)c2)CC1 (configuration not stated)
Compound,1,2,3,4,5,6
Akt phos inh,i,i,i,i,·,i
PTHR1 agonist,-30%[inhibitor],i,i,i,i,-36%[inhibitor]
GLP-1R agonist,5%,11%,0%,9%,-2%,-2%
aSyn rescue,0%,0%,1%,14%,·,12%
DRD3 antagonist,-78*,5,3,48,37,24
FUS suppressor,14%,·,1%,34%,-17%,?
Abeta yeast res,9%,0%,-18%,18%,5%,18%
TDP-43 yeast inh,-25%,12%,-10%,?,-3%,12%
GLP-1R inv ag,0%,13%,-23%,?,0%,11µM*

7: O/C(=C\Sc1nnc(Cc2ccccc2)o1)c1ccc(F)cc1
8: CCOc1ccc(NC(=O)CCC(=O)NNC(=O)c2ccc(Br)o2)cc1
9: CCn1cc(CN2CCN(C)C(CCO)C2)c2ccccc21 (configuration not stated)
10: COc1ccc(N(CC(=O)Nc2ccc(Cc3ccncc3)cc2)S(=O)(=O)c2ccccc2)cc1
11: CCN(CC)C(=O)c1sc(NC(=O)c2ccncc2)c(C(=O)OC)c1C
12: CSc1nc2ccsc2c(=O)n1-c1cccnc1
Compound,7,8,9,10,11,12
Akt phos inh,i,i,i,i,i,i
PTHR1 agonist,-3%,-16%,i,i,i,-3%
GLP-1R agonist,0%,3%,-2%,16%,-17%,5%
aSyn rescue,2%,1%,-6%,1%,3%,5%
DRD3 antagonist,-16,-26,0,1,8,2
FUS suppressor,-15%,20%,12%,14%,·,4%
Abeta yeast res,10%,-15%,?,-14%,13%,-24%
TDP-43 yeast inh,-8%,-12%,-2%,5%,1%,1%[9.22 µM]
GLP-1R inv ag,12%,-2%,0%,47%[activator],7%,16%

13: CC(NC(=O)CNC(=O)Cc1cccc2ccccc12)c1ccc(S(N)(=O)=O)cc1 (configuration not stated)
14: CCCS(=O)(=O)N1CCCC(C(=O)c2cccc(Cl)c2)C1 (configuration not stated)
15: O=C(COC(=O)c1cc(=O)[nH]c2ccccc12)NCc1ccc(Cl)cc1
16: COc1ccc(CN2CCC2(C)C(=O)NCc2ccc3c(c2)OCO3)c2ccccc12 (configuration not stated)
17: COc1ccc(-n2nnc(-c3nc(-c4ccccc4C)no3)c2N)cc1Cl
18: COCCn1c(CCc2ccccc2)n[nH]c1=S
Compound,13,14,15,16,17,18
Akt phos inh,i,i,i,i,·,i
PTHR1 agonist,i,i,i,i,15%,i
GLP-1R agonist,10%,12%,-1%,20%,·,2%
aSyn rescue,-1%,5%,2%,-1%,·,10%
DRD3 antagonist,2,-68*,4,4,·,10
FUS suppressor,27%,-15%,-12%,16%,-7%,1%
Abeta yeast res,-6%,15%,-16%,-5%,-15%,-2%
TDP-43 yeast inh,24%,24%,11%,13%,10%,5%
GLP-1R inv ag,12%,-22%,-22%,-16%,3%,2%[7.66 µM]

19: Cc1ccccc1C(=O)NCC(=O)OCCCOC(=O)CNC(=O)c1ccccc1C
20: Cc1cc(C(=O)Nc2ccccc2Cc2ccccc2)no1
21: CC(C(=O)N1CCCCC1)n1sc2ccccc2c1=O (configuration not stated)
22: O=Cc1ccc(C(=O)OCC(=O)Nc2ccc(F)cc2F)cc1
23: COc1ccc(-c2nsc3c(N4CCCCC4)ncnc23)cc1
24: Cc1ccc(-n2c(CSc3nc(C)cc(C)n3)nnc2SCC(=O)NCc2ccco2)cc1
Compound,19,20,21,22,23,24
Akt phos inh,i,i,i,i,i,i
PTHR1 agonist,-19%,i,-35%[57.5 µM],i,-20%,i
GLP-1R agonist,-1%,15%,21%,0%,-7%,7%
aSyn rescue,-7%,-1%,2%,3%,0%,8%
DRD3 antagonist,-15,3,-22,24,1,1
FUS suppressor,1%,19%,-11%,-8%,0%,19%
Abeta yeast res,-4%,?,-14%,-1%,12%,4%
TDP-43 yeast inh,-21%,25%,-13%,4%,22%,-1%
GLP-1R inv ag,18%,?,-2%,6%,-72%,49%[activator]

25: CCOCc1nnc(NC(=O)CCc2ccccc2)s1
26: CC(=O)OCCCNc1cc(SCc2ccco2)c2nonc2c1[N+](=O)[O-]
27: Nc1cc2c3ccccc3ccc2c2ccccc12
28: CC(=O)c1cc(CN2CCCCC2)cc(OC(C)C)c1
29: Cc1ccsc1/C=C1\CCc2ccccc2C1=O
30: NC(=O)CSc1nnc(Cc2csc(Nc3ccc(F)cc3)n2)n1Cc1ccccc1
Compound,25,26,27,28,29,30
Akt phos inh,i,i,i,i,i,i
PTHR1 agonist,-25%,-41%,-24%,-24%,-39%[inhibitor],-6%
GLP-1R agonist,0%,-5%,13%,-1%,-11%,5%
aSyn rescue,0%,1%,7%,-26%,-22%,0%
DRD3 antagonist,5,-6,1,-19,7,-23
FUS suppressor,15%,·,-9%,-15%,11%,?
Abeta yeast res,5%,-4%,-37%,-23%,-64%[inhibitor],0%
TDP-43 yeast inh,0%,-11%,8%,-25%,-11%,-10%
GLP-1R inv ag,-6%,?,8%,1%,?,-14%

Compounds from the list above containing an NH in an aromatic ring, in the order listed:
15: O=C(COC(=O)c1cc(=O)[nH]c2ccccc12)NCc1ccc(Cl)cc1
18: COCCn1c(CCc2ccccc2)n[nH]c1=S
Compound,15,18
Akt phos inh,i,i
PTHR1 agonist,i,i
GLP-1R agonist,-1%,2%
aSyn rescue,2%,10%
DRD3 antagonist,4,10
FUS suppressor,-12%,1%
Abeta yeast res,-16%,-2%
TDP-43 yeast inh,11%,5%
GLP-1R inv ag,-22%,2%[7.66 µM]

New compounds follow
31: CN(CC(=O)Nc1ccc(N2CCOCC2)cc1)CC(=O)Nc1cccc(C#N)c1
32: C=CCC(NCc1ccccc1)c1ccccc1 (configuration not stated)
33: CCOc1ccc(S(=O)(=O)NCCC(=O)N(C)CC(=O)Nc2ccc(N3CCOCC3)cc2)cc1
34: O=C(COC(=O)CNC(=O)c1sc2ccccc2c1Cl)Nc1cc(Cl)cc(Cl)c1
35: Clc1ccc(Cn2cc(/C=N/n3cnnc3)c3ccccc32)cc1
36: O=C(NC1CCCCCC1)c1nnc(Cc2ccc(Cl)cc2)o1
Compound,31,32,33,34,35,36
Akt phos inh,i,i,i,i,i,i
PTHR1 agonist,-6%,-8%,i,i,-24%,-13%
GLP-1R agonist,4%,2%,9%,2%,1%,5%
aSyn rescue,-2%,-7%,4%,-5%,13%,3%
DRD3 antagonist,-6,12,2,-13,0,10
FUS suppressor,·,12%,·,38%,29%,-26%
Abeta yeast res,15%,-14%,-1%,-17%,15%,?
TDP-43 yeast inh,-10%,-14%,2%,-12%,15%,28%
GLP-1R inv ag,2%,-26%,11%,7%,?,?

37: CCOc1cc2c(cc1OCC)CN(CC(=O)Nc1ccccc1C(=O)NC1CC1)CC2
38: Cc1ccc(N(CC(=O)N2CCN(c3cccc(Cl)c3)CC2)S(=O)(=O)c2c(C)noc2C)cc1
39: COc1cc2nc(CN3C(=O)c4ccccc4C3=O)oc(=O)c2cc1OC
40: C=CCn1c(SCC(=O)N(C)C2CCS(=O)(=O)C2)nc2ccccc2c1=O (configuration not stated)
41: CCC(=Nc1ccccc1OC)C1=C(O)CC(c2ccccc2)CC1=O (configuration not stated)
42: CCC(C)(C)n1nnnc1C(C(C)C)N1CCN(C(=O)c2ccco2)CC1 (configuration not stated)
43: Cc1ccc2c(c1)N(CC(=O)NCc1cccc(Cl)c1)C(=O)c1cccnc1O2
Compound,37,38,39,40,41,42,43
Akt phos inh,i,·,·,i,i,i,·
PTHR1 agonist,-4%,i,i,4%,-2%,i,-42%[inhibitor]
GLP-1R agonist,5%,-3%,1%,3%,6%,4%,·
aSyn rescue,-13%,·,12%,0%,-4%,10%,·
DRD3 antagonist,1,·,-1,-9,-5,9,·
FUS suppressor,-4%,?,-5%,-16%,6%,-1%,8%
Abeta yeast res,18%,28%,9%,-24%,-35%[inhibitor],-15%,-32%[inhibitor]
TDP-43 yeast inh,6%,0%,-14%,7%,-53%[inhibitor][9.22 µM],-2%,-15%
GLP-1R inv ag,1%,?,29%,11%,4%,0%,?

Reformatted: results already given
Order of results – Akt phos inh	PTHR1 agonist	GLP-1R agonist	aSyn rescue	DRD3 antagonist	FUS suppressor	Abeta yeast res	TDP-43 yeast inh	GLP-1R inv ag
21) CC(C(=O)N1CCCCC1)n1sc2ccccc2c1=O (configuration not stated)
 : i	-35%[57.5 µM]	21%	2%	-22	-11%	-14%	-13%	-2%
22) O=Cc1ccc(C(=O)OCC(=O)Nc2ccc(F)cc2F)cc1
 : i	i	0%	3%	24	-8%	-1%	4%	6%
23) COc1ccc(-c2nsc3c(N4CCCCC4)ncnc23)cc1
 : i	-20%	-7%	0%	1	0%	12%	22%	-72%
24) Cc1ccc(-n2c(CSc3nc(C)cc(C)n3)nnc2SCC(=O)NCc2ccco2)cc1
 : i	i	7%	8%	1	19%	4%	-1%	49%[activator]
25) CCOCc1nnc(NC(=O)CCc2ccccc2)s1
 : i	-25%	0%	0%	5	15%	5%	0%	-6%
26) CC(=O)OCCCNc1cc(SCc2ccco2)c2nonc2c1[N+](=O)[O-]
 : i	-41%	-5%	1%	-6	·	-4%	-11%	?
27) Nc1cc2c3ccccc3ccc2c2ccccc12
 : i	-24%	13%	7%	1	-9%	-37%	8%	8%
